Screening data as filed in PubChem.
Large T inhibition: SV40 large T antigen inhibitors, biochemical (AID 1903); SV40 large T antigen ATPase/helicase inhibition assay; higher % means a stronger effect; actives 0.39% (n = 310,000); inhibition, % at 20 µM; hits with a dose series show IC50 in µM; in the data active = a potency from the dose series; inconclusive = inhibition mostly from about 32% at the one dose, without a potency; inactive = the rest, 99 in 100 with inhibition below about 32%; note: strong numbers were not always called active
MgcRacGAP inhibition: MgcRacGAP GTPase-activating activity inhibitors, confirmation, biochemical, ADP Hunter fluorescence | MgcRacGAP-stimulated Rac1 GTP hydrolysis, ADP Hunter fluorescence; higher % means a stronger effect; GST-tagged Rac1 F28L mutant substrate | inhibition, % at 30 µM, or IC50 in µM where a hit was titrated | actives 0.6% (n = 340,000) | AID 624330, 2012;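 active = first-screen hits whose inhibition reached a set limit at any dose in the follow-up dose series; inconclusive = inhibition above the set first-screen limit but never retested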;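 note: fluorescence reports GDP produced by GAP-driven GTP hydrolysis; strong numbers were not always called active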
HIV fusion peptide: inhibitors of HIV fusion peptide binding, primary screen, biochemical, uHTS, fluorescence dequenching (AID 1986) | cell-free peptide binding, fluorescence dequenching, 30 min; higher % means a stronger effect | inhibition, % at 20 µM; hits with a dose series show IC50 in µM | actives 0.3% (n = 290,000); in the data active = inhibition mostly above about 52%, no sharp cut-off; inactive = mostly below about 76%; note: some results filed as inactive read as strong as hits
KOR beta-arrestin-1: KOR agonists, beta-arrestin recruitment, primary screen, cell-based, luminescence, uHTS (AID 1777). Kappa-type opioid receptor (Homo sapiens). KOR beta-arrestin recruitment, luminescence; higher % means a stronger effect. one-dose activation, % at 10 µM; EC50 in µM for titrated hits. actives 0.02% (n = 280,000); in the data active = activation above about 50%, passing the limit was not always enough; note: a part of the inactive calls stands beside numbers as strong as those of hits
NOD2 inhibition: NOD2 signaling inhibitors, cell-based, luminescence, uHTS, HEK293 (AID 1566); inhibition, % at 4 µM, or EC50 in µM where a hit was titrated; actives 0.63% (n = 290,000); HEK293 NOD2/NF-kB luciferase reporter, luminescence; higher % means a stronger effect; note: many of its hits are not listed in these tables
GPR55 antagonists: GPR55 antagonists blocking LPI-driven arrestin recruitment, primary screen, imaging, U2OS, beta-arrestin-GFP, LPI agonist (AID 2013); U2OS GPR55 beta-arrestin-GFP translocation imaging, LPI antagonism; higher % means a stronger effect; actives 0.13% (n = 290,000); one-dose inhibition, % at 10 µM; IC50 in µM for titrated hits; G-protein coupled receptor 55 (Homo sapiens);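 active = spots per cell inhibited over 60%, with over 100 cells counted and total cytoplasm intensity under 500,000; inconclusive = wells with under 100 cells, flagged as likely toxic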;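 note: U2OS cells stably carrying GPR55 and arrestin-GFP stimulated by 5 µM LPI near EC80; imaged beta-arrestin-GFP aggregate spots per cell after agonist stimulation; plate controls were LPI-stimulated DMSO wells for no effect and DMSO wells without LPI for full effect; some results filed as inactive read as strong as hits; confirmed hits need IC50 under 10 µM and bright autofluorescent wells are also inconclusive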
GPR55 activation: GPR55 agonists via beta-arrestin recruitment, primary screen, imaging, U2OS cells, beta-arrestin-GFP redistribution (AID 1961). U2OS GPR55 beta-arrestin-GFP redistribution imaging; higher % means a stronger effect. activation, % at 10 µM; hits with a dose series show EC50 in µM. actives 0.048% (n = 290,000);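 active = activation above 40% with more than 50 cells counted in the well; inconclusive = wells holding fewer than 50 cells, flagged as toxic or sparse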;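 note: U2OS osteosarcoma cells stably expressing GPR55 and beta-arrestin-GFP; plate controls were DMSO negative control for no effect and LPI positive control for full effect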
KOR beta-arrestin-2: KOR antagonists, beta-arrestin recruitment, cell-based, luminescence, uHTS (AID 1778) | inhibition, % at 10 µM, or IC50 in µM where a hit was titrated | actives 0.091% (n = 290,000) | KOR beta-arrestin recruitment, luminescence, antagonist mode; higher % means a stronger effect; note: strong numbers were not always called active
NOD1 NF-kB reporter: NOD1 signaling inhibitors, primary screen, cell-based, luminescence, uHTS (AID 1578); actives 1% (n = 290,000); inhibition, % at 4 µM, or EC50 in µM where a hit was titrated; NOD1-driven NF-kB luciferase reporter cells, luminescence; higher % means a stronger effect; in the data active = inhibition mostly above about 36%, no sharp cut-off; inactive = mostly below about 34%;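 note: HEK-293T reporter cells stimulated with the NOD1 agonist gamma-tri-DAP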
* hit, by the source's call; ? = inconclusive; · = not tested or not shown; & = joins results of further samples; [ ] = another dose, or the depositor's remark. Cut-off read from the data, not from the text of the source, unless noted: active = inhibition above about 50%; inactive = the rest. Only part of the results is shown; the hit share may differ from the screen's.

SMILES	Large T inhibition	MgcRacGAP inhibition	HIV fusion peptide	KOR beta-arrestin-1	NOD2 inhibition	GPR55 antagonists	GPR55 activation	KOR beta-arrestin-2	NOD1 NF-kB reporter
O=C(OCC(=O)N1CCCCCC1)c1cccs1	-2.4%	10.0%	-1.9%	-4.2%	-0.6%	12.6%	0.5%	11.2%	-15.2%
S=C(NC1CCCC1)N1CCN(C/C=C/c2ccccc2)CC1	1.1%	-17.4%	-0.2%	2.0%	8.1%	4.2%	-0.1%	-70.1%	20.3%
O=C1CCC(=O)c2oc3ccccc3c2N1	-1.3%	3.0%	0.4%	2.6%	0.8%	9.7%	0.3%	-4.7%	0.3%
CCOC(=O)Cc1cc(=O)[nH]c(/N=C(\N)Nc2ccc(C)c(C)c2)n1	10.9%	7.4%	-1.2%	-6.1%	4.3%	15.4%	-0.2%	-6.6%	-13.0%
COc1ccc2nc(C)cc(SCC(=O)NNC(=O)COc3ccc(C)cc3)c2c1	20.9%	7.9%	6.2%	5.8%	17.0%	11.9%	-0.1%	-20.8%	-2.7%
Cc1cccc(CSC2=NCCN2C(=O)c2ccc(S(=O)(=O)N(C)C)cc2)c1	4.3%	4.5%	-1.5%	-1.2%	11.4%	11.5%	-0.3%	-12.8%	-10.5%
Cc1ccc(SC[C@H](c2ccccc2)N2CCN(C)CCC2=O)cc1	·	6.6%	-1.5%	-5.9%	-45.6%	-2.2%	-0.1%	21.4%	-4.9%
Cc1nc(CN2CCN(C(=O)CCc3nnc(Cc4c[nH]c5ccccc45)o3)CC2)cs1	-2.4%	11.3%	-1.4%	-4.5%	-7.0%	0.2%	-0.2%	4.9%	-30.1%
COc1ccc(C(C(=O)NCC2CCCO2)N(C(=O)Cn2nnc3ccccc32)c2ccc(NC(C)=O)cc2)c(OC)c1 (configuration not stated)	9.5%	4.4%	2.7%	2.1%	10.1%	0.1%	0.5%	-8.1%	22.0%
O=Cc1cn(CC(=O)N2CCCCCC2)c2ccccc12	11.8%	0.6%	-1.7%	0.1%	19.8%	6.8%	0.7%	13.4%	-1.4%
Cc1noc(C)c1S(=O)(=O)N1CCC(C(=O)NCCN2CCC(C)CC2)CC1	8.0%	5.4%	0.0%	0.3%	3.7%	0.9%	-0.1%	-21.1%	-26.6%
O=c1c2c3c(sc2nc(N2CCNCC2)n1CCc1ccccc1)CCCCC3	8.6%	4.8%	-1.3%	3.0%	16.5%	4.5%	-0.1%	5.7%	2.4%
CCOC(=O)c1ccc(N=c2sc(C(=O)OC)cc(=O)n2Cc2ccco2)cc1	0.1%&3.0%	-0.8%	-0.1%	0.8%	-66.9%	25.6%	4.1%	-57.0%	37.0%
CC(C)(C)c1cc(C(=O)N/N=C/c2ccc(-c3ccccc3[N+](=O)[O-])o2)n[nH]1	30.3%	11.5%	19.1%	-1.6%	-1.9%	5.8%	-0.1%	7.7%	-10.1%
CN(CCOc1ccccc1)C(=O)c1cc(COc2c(F)cccc2F)on1	8.9%	6.5%	0.0%	-0.7%	-14.8%	0.5%	0.2%	-19.3%	-22.6%
CCOc1nc(NC(=O)NS(=O)(=O)Oc2ccccc2Cl)nc(-c2ccccc2)n1	6.1%	-3.0%	0.5%	-0.9%	-14.3%	8.1%	-0.2%	-2.5%	-29.6%
CC(=O)C1=C(C)NC(SCC(N)=O)=C(C#N)C1c1cccnc1 (configuration not stated)	9.8%	-4.7%	1.1%	·	-8.7%	4.1%	-0.2%	3.4%	-27.2%
Cc1ccc(NC(=O)C(Nc2cccc(C)c2)c2ccccc2)cc1 (configuration not stated)	3.6%	6.7%	-0.6%	4.6%	14.0%	-0.2%	0.2%	-64.2%	28.1%
CC(C)(C)C1CCC(OC(=O)CN2CCCCC2)CC1 (configuration not stated)	10.6%	12.1%	1.9%	-2.5%	-7.2%	7.9%	0.3%	-16.8%	2.7%
Cc1cc(C)cc(NC(=O)N(C)Cc2ccccc2)c1	13.5%	·	-0.6%	5.2%	-6.3%	-9.1%	0.2%	·	-3.9%
C[C@@H](C(=O)N1CCN(Cc2ccc3c(c2)OCO3)CC1)n1nnc2ccccc2c1=O	10.3%	3.0%	-0.1%	-1.7%	-0.6%	6.4%	0.3%	-7.1%	-17.5%
C=C1CCN([C@H](C(=O)NCc2ccc(Cl)cc2)C(C)C)S(=O)(=O)c2ccccc21	5.0%	9.0%	-2.2%	·	4.2%	8.7%	-0.2%	39.5%	3.9%
CCOC(=O)c1ccc(NS(=O)(=O)c2ccc(SC)cc2)cc1	-0.8%	6.3%	1.8%	1.9%	21.7%	-0.9%	0.2%	11.0%	-3.7%
CN(C)/C(=N\S(=O)(=O)c1ccccc1)c1ccc(F)cc1	3.4%	1.3%	0.1%	1.5%	-17.8%	-3.3%	0.0%	-18.1%	-5.7%
CC(=O)c1cccc(NC(=O)NC(C)c2ccncc2)c1 (configuration not stated)	7.6%	3.2%	-0.6%	-1.6%	12.7%	-8.9%	-0.2%	18.4%	-1.7%
Cc1cc(C(=O)NCC(=O)OC(C(=O)Nc2cc(C(F)(F)F)ccc2Cl)c2ccccc2)ccc1[N+](=O)[O-] (configuration not stated)	16.6%	11.2%	4.0%	9.6%	11.1%	-10.2%	-0.1%	9.2%	-21.1%
CCc1cc2c(NCC(=O)O)ncnc2s1	5.5%	8.2%	-3.1%	-5.4%	1.8%	-5.7%	0.5%	-7.3%	-5.6%
COc1ccccc1NC(=O)c1ccc(NC(=O)CN2CCN(C(=O)c3ccco3)CC2)cc1	5.9%	3.3%	1.3%	-0.4%	0.2%	2.6%	0.1%	0.1%	-29.6%
Cn1c(=O)[nH]c(=O)c2c1nc(N1CCCC1)n2CCCSc1nnnn1-c1ccccc1	-4.8%	5.6%	1.1%	0.4%	4.2%	19.2%	-0.4%	-5.1%	-28.1%
CC(=O)N1CCCc2cc(S(=O)(=O)Nc3ccc(C)cc3C)ccc21	-3.5%	8.4%	0.9%	1.7%	23.2%	2.2%	0.1%	-20.7%	3.0%
CCOC(=O)C1(Cc2cccc(Cl)c2)CCCN(C(=O)CCN2CCCC2=O)C1 (configuration not stated)	17.5%	6.0%	-0.8%	-3.7%	-28.5%	7.8%	0.0%	5.1%	-33.5%
O=C(NCc1nnc(SCC(=O)N2CCCc3ccccc32)o1)c1c(F)cccc1Cl	21.4%	-29.4%	0.9%	1.7%	2.4%	11.3%	0.2%	2.7%	-6.6%
Cc1ccc(NC(=S)NCCSc2ccc(Cl)cc2)cc1	10.6%	5.9%	0.5%	9.6%	-6.4%	2.2%	0.1%	-25.8%	27.4%
O=c1cnc2cc([N+](=O)[O-])ccc2[nH]1	·	7.9%	0.5%	-1.8%	8.3%	6.0%	-0.1%	5.5%[20 µM]	-29.2%
CC(C)(Oc1ccc(Cl)cc1)C(=O)O/N=C(\N)c1ccncc1	4.3%	2.8%	0.0%	-2.2%	6.8%	-6.9%	0.3%	19.0%	-2.7%
Cn1nccc1NC(=O)Nc1cccc(Cl)c1	3.9%	12.2%	0.8%	4.9%	17.9%	-0.3%	0.3%	-38.0%	-1.4%
CCOC(=O)CSc1nnc(CNC(=O)c2cccs2)n1CCc1ccccc1	8.1%	11.4%	1.1%	0.8%	3.9%	15.6%	0.0%	-12.6%	-2.0%
O=C(O)c1ccc(S(=O)(=O)c2ccc3c(c2)C(=O)N(c2ccccc2[N+](=O)[O-])C3=O)cc1	16.3%	4.2%	5.6%	0.9%	6.2%	10.5%	-0.1%	2.6%	-19.9%
CCCCC/S(CC1CC1(Cl)Cl)=N\S(=O)(=O)c1ccc(C)cc1 (configuration not stated)	10.3%	10.2%	0.9%	9.8%	-8.1%	8.6%	0.1%	4.6%	-46.1%
C=C1C(=O)[C@@]23[C@H](O)C[C@@H]4C(C)(C)CC[C@H](O)[C@]4(C)[C@@H]2C[C@H](O)[C@@H]1[C@H]3O	?	2.0%	2.3%	0.6%	-12.4%	-2.4%	0.1%	-17.3%	19.5%
COCCCn1c(C2CCCCC2)nc2oc3cc(OC)ccc3c(=O)c2c1=O	1.5%	4.5%	0.8%	-1.0%	7.9%	-6.2%	-1.0%	-32.3%	-26.8%
CCOC(=O)N1CCN(CCC(=O)Nc2ccc(OC)cc2)CC1	-0.7%	0.0%	-0.1%	-2.6%	-6.3%	7.6%	-0.1%	13.3%	-25.2%
O=C(CN1C(=O)c2cccnc2Oc2ccc(Cl)cc21)NCCCc1ccccc1	4.7%	8.8%	-0.3%	-1.4%	·	-24.2%	-0.2%	-20.0%	·
N/C(CSc1ccc(Cl)cc1)=N\S(=O)(=O)c1ccc(Cl)cc1	1.9%	7.8%	1.9%	-0.9%	-13.0%	0.9%	-0.2%	7.7%	-1.6%

Five structures out of the list, sorted by formula weight, rising:
SMILES	Large T inhibition	MgcRacGAP inhibition	HIV fusion peptide	KOR beta-arrestin-1	NOD2 inhibition	GPR55 antagonists	GPR55 activation	KOR beta-arrestin-2	NOD1 NF-kB reporter
C=C1C(=O)[C@@]23[C@H](O)C[C@@H]4C(C)(C)CC[C@H](O)[C@]4(C)[C@@H]2C[C@H](O)[C@@H]1[C@H]3O	?	2.0%	2.3%	0.6%	-12.4%	-2.4%	0.1%	-17.3%	19.5%
N/C(CSc1ccc(Cl)cc1)=N\S(=O)(=O)c1ccc(Cl)cc1	1.9%	7.8%	1.9%	-0.9%	-13.0%	0.9%	-0.2%	7.7%	-1.6%
CCOC(=O)C1(Cc2cccc(Cl)c2)CCCN(C(=O)CCN2CCCC2=O)C1 (configuration not stated)	17.5%	6.0%	-0.8%	-3.7%	-28.5%	7.8%	0.0%	5.1%	-33.5%
O=C(CN1C(=O)c2cccnc2Oc2ccc(Cl)cc21)NCCCc1ccccc1	4.7%	8.8%	-0.3%	-1.4%	·	-24.2%	-0.2%	-20.0%	·
O=C(O)c1ccc(S(=O)(=O)c2ccc3c(c2)C(=O)N(c2ccccc2[N+](=O)[O-])C3=O)cc1	16.3%	4.2%	5.6%	0.9%	6.2%	10.5%	-0.1%	2.6%	-19.9%
